High-throughput results deposited in PubChem by Sanford-Burnham Center for Chemical Genomics.
H9c2 TAG inh – inhibitors of triacylglycerol accumulation; H9c2 cells, Nile Red lipid (TAG) fluorescence; cells loaded with 200 µM oleic acid; inhibition, % at 12.5 µM; 230,000 tested, 0.66% active; AID 651582;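 active = pattern-corrected inhibition of lipid staining of at least 50% with the nuclear-stain viability signal not falling by more than 50%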;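 note: 0% = DMSO wells and 100% = triacsin C control wells; some results filed as inactive read as strong as hits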
H9c2 TAG inh DAPI viability – second read-out of H9c2 TAG inh, no call of its own (marks repeat the call); DAPI nuclei signal change (viability), lower = more cytotoxic, %;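 whole-well DAPI fluorescence read on a plate reader as a viability signal; minus 50 percent equals half of cells still viable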
Starred values were filed as active, the others as inactive; i = inactive. The list is partial. The share of hits here may be higher or lower than overall.

SMILES | H9c2 TAG inh | H9c2 TAG inh DAPI viability
CCN(CC)CCNC(=O)c1ccc(NC(=O)c2cccc(S(=O)(=O)N3CCc4ccccc43)c2)cc1 | 15 | 3
Cc1ccc(S(=O)(=O)N(C)C)cc1NC(=S)N1CCc2ccccc21 | -7 | -1
COC(=O)[C@H]1C[C@@H]1[C@H](NS(=O)(=O)c1ccc2ccccc2c1)c1ccccc1 | -19 | -3
CN1C(=O)C(CC(=O)Nc2ccc(F)cc2)N(Cc2ccco2)C1=S (stereo unspecified) | 0 | i
COCOc1cccc(CN2CCC2(C)C(=O)Nc2ccc(C)c(O)c2)c1 (stereo unspecified) | -12 | 13
CCOc1ccc(N2C(=O)C(Cl)=C(N3CCOCC3)C2=O)cc1 | 17 | -8
COC(=O)c1cc2c(cc1N)OCCO2 | 0 | -3
O=C(Nc1ccccc1C(=O)NC1CC1)c1ccccc1F | 17 | 7
CCCCC1CCC(C(=O)N(CCCC)c2c(N)n(CCCC)c(=O)[nH]c2=O)CC1 (stereo unspecified) | -2 | 2
Nn1c(SCC(=O)Nc2cccc(Br)c2)nnc1C1CC1 | -17 | -3
O=C1CC(N2CCN(CCc3ccccn3)CC2)C(=O)N1c1ccc(Cl)cc1 (stereo unspecified) | -13 | -10
Cc1cc(N2CCN(C)CC2)nc(N2CCOCC2)n1 | -17 | 12
O=C(Nc1ccc2c(c1)CCC2)c1c(F)cccc1Cl | -3 | -3
Cc1ccc(S(=O)(=O)Nc2cccc(C(=O)NCC3CCCO3)c2)cc1F (stereo unspecified) | -5 | 44
O=C(O)c1cccc(NC(=S)NC(=O)c2ccc(-c3ccccc3)cc2)c1 | -3 | 4
COc1ccc(N2CCN(C(=O)CCCCn3c(=O)[nH]c4ccsc4c3=O)CC2)cc1 | 2 | -9
Cc1cccc(N2CCN(c3nc4ccccc4n4cnnc34)CC2)c1C | 12 | 8
Cc1ccccc1-n1c(SCC(=O)N2CCCC2)nnc1-c1ccccn1 | 7 | -15
CCOC(=O)Cc1csc(SC(C)C(=O)NCC(=O)Nc2ccc(F)c(F)c2F)n1 (stereo unspecified) | 7 | -1
CN(C(=O)c1ccc(NC(=O)Cc2ccc(NC(=O)C3CCN(C(=O)CCc4ccccc4)CC3)cc2)cc1)C1CCCC1 | 1 | -3
COc1ccc(OC)c(CN2CCN(Cc3cc(OC)c(OC)c(OC)c3)CC2)c1 | -12 | 8
CN(CC(=O)Nc1c(Cl)cccc1Cl)C(=O)c1cccc(-n2cccc2)c1 | 5 | -11
O=C(NCc1ccc(Cl)cc1)c1cccnc1 | -9 | 12
N#CC(c1cccc(Cl)c1)c1ccc2c(C(F)(F)F)cc(C(F)(F)F)nc2n1 (stereo unspecified) | 34 | -3
COc1ccc(CC(NC(C)=O)C(=O)NC2CCN(C(=O)c3cnccn3)CC2)cc1 (stereo unspecified) | -13 | 6

An excerpt of these results, with values under each structure.
Values in the order: H9c2 TAG inh, H9c2 TAG inh DAPI viability
COc1ccc(N2CCN(C(=O)CCCCn3c(=O)[nH]c4ccsc4c3=O)CC2)cc1
    2, -9
Cc1cccc(N2CCN(c3nc4ccccc4n4cnnc34)CC2)c1C
    12, 8
Cc1ccccc1-n1c(SCC(=O)N2CCCC2)nnc1-c1ccccn1
    7, -15
CCOC(=O)Cc1csc(SC(C)C(=O)NCC(=O)Nc2ccc(F)c(F)c2F)n1 (stereo unspecified)
    7, -1

Next part
SMILES | H9c2 TAG inh | H9c2 TAG inh DAPI viability
N#CC12COC3(CCCCC3C1(C#N)C#N)OC2=N (stereo unspecified) | 16 | -2
Cc1ccnc(NC(=O)c2ccc(S(=O)(=O)N3CCCC3)cc2)c1 | 6 | -6
Cc1ccc2nc(Nc3nc(C)cc(-c4ccccc4)n3)[nH]c(=O)c2c1 | 14 | -8
CN(C)CCCCOc1ccc(F)cc1 | 9 | 4
CC(C)(C)c1cc(=O)n2[nH]c(N)nc2n1 | -3 | -1
CC1CN(S(=O)(=O)c2cc(C(=O)NCCC3=CCCCC3)ccc2Cl)CC(C)O1 (stereo unspecified) | -15 | -2
CC1CCN(C(=O)CSc2nnc(-c3ccco3)n2N)CC1 | 2 | -2
CCCCSc1nc(C)nc2c1c(=O)n(C)c(=O)n2C | 19 | -5
C/C(=C\C(=O)c1ccc(Br)cc1)NCc1ccc2c(c1)OCO2 | 2 | -5
O=C(Nc1nc2ccccc2n1Cc1ccccc1)c1ccco1 | 0 | -8
O=C(NCCCN1CCOCC1)c1ccc(N2CCCC2)c([N+](=O)[O-])c1 | 10 | -2
C[C@@H]1CN([C@@H](C)CO)C(=O)CCCn2nncc2CO[C@H]1CN(C)Cc1cccc(O)c1 | 3 | 17
CCOC(=O)c1c(NC(=O)CC2SC(=NC)N(C)C2=O)sc(C)c1C (stereo unspecified) | 1 | -5
OCC1OC(Oc2c(Br)cc(Br)cc2Br)C(O)C(O)C1O (stereo unspecified) | 5 | -6
CC(C)CC(CO)N1CCN(C(=O)c2cccc(C(F)(F)F)c2)CCC1=O (stereo unspecified) | -13 | 3
Cc1cc(C)n(Cc2ccccc2)c(=O)c1S(=O)(=O)c1ccccc1 | -29 | 3
O=C(c1ccc(NC(=S)NCc2ccc(Cl)cc2)cc1)N1CCCCC1 | -32 | 7
O=C(Nc1ccc(F)cc1F)C1CCN(C(=O)c2ccc(Br)cc2)CC1 | -3 | -9
O=C(O)C1CC=CCC1C(=O)NC1CCCCC1 (stereo unspecified) | 12 | 0
CCSc1nnc(NC(=O)/C=C/c2ccco2)s1 | 8 | -10
Cc1ccccc1-c1nc(CN2CCC(C(=O)NCc3cccs3)CC2)c(C)o1 | 4 | 7
COc1ccc(N(CC(=O)NC2CCCCCCC2)S(=O)(=O)c2c(C)nn(C)c2C)cc1 | 18 | -11
Cc1occc1-c1nnc(SCC(=O)NC2CCCCC2C)o1 (stereo unspecified) | 7 | -4
CC(=O)NCc1ccc(C(=O)CSc2nnc(-c3ccncc3)n2Cc2ccccc2)o1 | -2 | -8
N#Cc1cc(C(=O)c2cc(Cl)ccc2O)cn(-c2ccccc2)c1=O | 15 | -5
SMILES | H9c2 TAG inh | H9c2 TAG inh DAPI viability
COC(=O)c1[nH]c2cc(OC)c(OC)cc2c1NC(=O)c1cccc(OC)c1 | 15 | -6
CCOC(=O)C1CCCN(c2c(NCCc3cccc(C)c3)c(=O)c2=O)C1 (stereo unspecified) | 3 | -5
NCCCCCc1nnc(SCc2ccc(Cl)cc2Cl)o1 | 10 | 14
CS(=O)(=O)c1ccc(Cl)c(NC(=O)CSc2n[nH]c(N)n2)c1 | 3 | -4
COc1ccc(Cc2nn3c(-c4cc(OC)c(OC)c(OC)c4)nnc3s2)cc1 | -14 | 6
COc1ccc(C(=O)Nc2ccc(S(=O)(=O)N3CCCC3)cc2)cc1[N+](=O)[O-] | 21 | 5
O=C(COC(=O)/C=C/c1cccc(F)c1)NC(=O)NCc1ccccc1 | -12 | -1
CCNC(=O)C1(C)CCCN1C(=O)c1ccc2c(c1)OCO2 (stereo unspecified) | -9 | -9
O=C(c1cccnc1)N1CCN(C/C=C/c2ccccc2)CC1 | 9 | 3
CSc1ncccc1C(=O)NC1CCCCCC1 | -15 | 7
CCOC(=O)CN(C)Cc1cn(C)nc1-c1ccc(Oc2ccccc2)cc1 | -13 | -7
O=c1[nH]c(-c2ccccc2)nc2sc(-c3ccccc3)cc12 | -1 | 106
COc1ccc(C2=NOC(Cn3nc(C(=O)NCc4ccc(C)cc4)cc3-c3ccccc3)C2)cc1 (stereo unspecified) | -21 | 49
O=C(N/N=C/c1cc(Br)c(Br)s1)c1ccncc1 | 48 | -2
CCNc1ccc(C(=O)OC(C(=O)NC(N)=O)C(C)C)cc1[N+](=O)[O-] (stereo unspecified) | -1 | 10
Cc1nc(NC(=O)/C=C/c2ccccc2)sc1C(=O)NCCO | 18 | -6
CC(=O)NC(CCS(C)(=O)=O)C(=O)Nc1cccc(C)c1 (stereo unspecified) | 9 | -7
O=[N+]([O-])c1cccc(C=NN=Cc2ccccc2O)c1 | 3 | -6
COc1cc(SC)ccc1C(=O)OCC(=O)NCCC1=CCCCC1 | 15 | -7
CCCCCCN1C[C@@H](O)[C@H](n2cc(-c3ccc(F)cc3)nn2)C[C@@H]1c1ccc(OC)cc1 | 2 | -6
CCN(CC)C(=O)[C@H]1C[C@H](CC(=O)NCCCn2ccnc2)C(=O)N2CCc3c([nH]c4ccc(Cl)cc34)[C@]12C | -21 | 7
CC(=O)c1ccc(S(=O)(=O)Nc2cccc(-c3ccc(N4CCOCC4)nn3)c2)cc1 | 10 | -6
CN1CCN(CCc2cn3ncc(C#N)c3nc2-c2ccc(F)cc2)CC1 | 8 | -2
CCOc1c2ccc(C(=O)NCCCCc3ccccc3)cc2nn1CC | 27 | 1
COc1nc(N(C)C)nc(N(C#N)CCOC(C)=O)n1 | -6 | 0
SMILES | H9c2 TAG inh | H9c2 TAG inh DAPI viability
Cc1ccc(S(=O)(=O)NCCC(=O)N2CCCCCCC2)cc1 | -12 | -9
CN(C)S(=O)(=O)N1CCN(CC(=O)Nc2ccc(F)cc2)CC1 | 0 | -6
Cc1ccc(-c2nnc(-c3ccccc3)c(N3CCOCC3)n2)cc1 | 24 | 6
COc1ccc(-n2c(CN3CCC(C)CC3)nc3ccc([N+](=O)[O-])cc3c2=O)c(OC)c1 | 1 | 5
O=C(Nc1ccc(N2CCCCCC2)cc1)c1ccc[nH]1 | -3 | 7
COc1ccc(NC(=O)N[C@@H](Cc2ccccc2)C(=O)NN)cc1 | 2 | 2
CCOC(=O)C(CC)n1nc(C)n2c(cc3sccc32)c1=O (stereo unspecified) | -25 | 6
COc1ccc(-c2ccc(=O)n(Cc3ccc([N+](=O)[O-])cc3)n2)cc1 | -8 | 3
O=P(O)(Cc1ccccc1)c1ccccc1 | -19 | 4
CC(=O)c1ccc(OCc2ccc(C(=O)c3ccccc3)cc2)cc1 | -13 | 5
CC12CN3CC(C)(CN(C1)C3c1ccc(F)cc1)C2 (stereo unspecified) | -8 | 13
COc1ccc(C(=O)CC(Sc2ccccc2N)c2ccc(OC)cc2)cc1 (stereo unspecified) | 1 | -8
COc1ccc(-c2nc(N)n(C(C)=O)n2)cc1 | -19 | 9
O=C1CCCC(O)=C1N=Nc1ccc(S(=O)(=O)N2CCOCC2)cc1 | 5 | 14
CCOC(=O)c1c2n(c3c(NCc4ccccc4)ncnc13)CCCC2 | 6 | 4
O=C(CC1C[C@H](C(=O)N2CCOCC2)[C@@]2(CCC3CCCC3)c3[nH]c4ccccc4c3CCN2C1=O)NCCCn1ccnc1 (stereo partly specified) | -2 | 4
CCOC(=O)C1CCCN(C(=O)c2cc(S(=O)(=O)N(C)C)ccc2N2CCCC2)C1 (stereo unspecified) | 4 | -5
COc1ccccc1Nc1cc(N2CCOCC2)c2nonc2c1[N+](=O)[O-] | -6 | -3
NC(=O)c1ccc(-c2ccccc2F)cc1 | 1 | 0
O=C(NC1CCCC1)c1c(O)nc2sccn2c1=O | 0 | -3
CCOC(=O)C1CCCN(c2ccc(NC(=O)c3snc4c(=O)[nH]cnc34)cc2)C1 (stereo unspecified) | 12 | 7
CCCn1c(SCC(=O)Nc2ccccc2CC)nnc1C(C)C | 4 | 4
COc1ccc(C(C)(O)c2nc(-c3ccc(F)c(Cl)c3)cs2)cc1 (stereo unspecified) | -8 | 0
CCOC(=O)c1c(C)[nH]c(C)c1C(=O)COC(=O)c1ccc(Cl)c(S(=O)(=O)NCc2ccccc2)c1 | 20 | 1
COc1ccc(Cl)cc1S(=O)(=O)N1CCN(C(=O)COc2ccccc2)CC1 | 17 | 2
SMILES | H9c2 TAG inh | H9c2 TAG inh DAPI viability
O=C(O)Cc1ccccc1C(=O)O | 14 | -7
Cc1cccc(NC(=O)c2nc[nH]c2C(=O)N[C@@H](C)CO)c1 | 6 | 0
Cc1ccc(C(=O)Nc2sc3c(c2C(=O)O)CCC(C)C3)o1 (stereo unspecified) | 4 | 2
Fc1ccc(/C=N/Nc2ncnc3nc[nH]c23)cc1F | 14 | 3
COc1cccc(OC)c1C(=O)N1CCN=C1SCc1cccnc1 | -25 | 10
COC(=O)c1ccc(NC(=O)C2CCCN(S(=O)(=O)c3cnc[nH]3)C2)cc1 (stereo unspecified) | -5 | 0
CCOC(=O)C1=C(C)N=C2SC=C(C)N2C1c1ccc(OC)cc1 (stereo unspecified) | -12 | 7

Arranged by count of non-hydrogen atoms (low to high): 13 of the compounds above
SMILES | H9c2 TAG inh | H9c2 TAG inh DAPI viability
O=C(O)Cc1ccccc1C(=O)O | 14 | -7
NC(=O)c1ccc(-c2ccccc2F)cc1 | 1 | 0
O=C(NC1CCCC1)c1c(O)nc2sccn2c1=O | 0 | -3
Fc1ccc(/C=N/Nc2ncnc3nc[nH]c23)cc1F | 14 | 3
Cc1ccc(C(=O)Nc2sc3c(c2C(=O)O)CCC(C)C3)o1 (stereo unspecified) | 4 | 2
CCCn1c(SCC(=O)Nc2ccccc2CC)nnc1C(C)C | 4 | 4
COc1cccc(OC)c1C(=O)N1CCN=C1SCc1cccnc1 | -25 | 10
CCOC(=O)c1c2n(c3c(NCc4ccccc4)ncnc13)CCCC2 | 6 | 4
COC(=O)c1ccc(NC(=O)C2CCCN(S(=O)(=O)c3cnc[nH]3)C2)cc1 (stereo unspecified) | -5 | 0
COc1ccc(Cl)cc1S(=O)(=O)N1CCN(C(=O)COc2ccccc2)CC1 | 17 | 2
CCOC(=O)C1CCCN(C(=O)c2cc(S(=O)(=O)N(C)C)ccc2N2CCCC2)C1 (stereo unspecified) | 4 | -5
CCOC(=O)c1c(C)[nH]c(C)c1C(=O)COC(=O)c1ccc(Cl)c(S(=O)(=O)NCc2ccccc2)c1 | 20 | 1
O=C(CC1C[C@H](C(=O)N2CCOCC2)[C@@]2(CCC3CCCC3)c3[nH]c4ccccc4c3CCN2C1=O)NCCCn1ccnc1 (stereo partly specified) | -2 | 4
